High-throughput results from PubChem.
USP2a block = qHTS Assay for Inhibitors of Ubiquitin-specific Protease USP2a Using CHOP2 as the Reporter | USP2 core, Ub-CHOP2 coupled fluorogenic reporter, 485/531 | AID 463254, 2010 | actives 0.01% (n = 330,000) | Potency, µM (series often up to 38.3 µM), without a hit: at the highest dose activity change, negative = inhibition, hits mostly inhibitors;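 further: potency means the concentration at half of the fitted maximal effect; plate controls were DMSO wells for no effect and full inhibition by NEM control for full effect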
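Cell-free coupled assay: 10nM USP2 core preincubated 30min RT with compound in Tris-HCl pH 8.0/CaCl2/CHAPS buffer, then 25nM Ub-CHOP2 and 25nM reporter substrate; fluorescence (Ex 485/Em 531) read after 60min RT, normalized to NEM inhibition, concentration-response curves fitted.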
BCR signal inh = qHTS Assay to Find Inhibitors of Chronic Active B-Cell Receptor Signaling. ABC-DLBCL IkBa-CBG/CBR reporter, luminescence ratio, 4 h. Potency, µM (titrated, usually from 46.1 µM), for inactives: at the highest dose ratio change, negative = lower green/red ratio, most hits filed as inhibitors. actives 0.05% (n = 340,000); active means well fitted inhibition curve with a large enough effect in the signal ratio, with a control signal flat, not every such curve was filed as active; inconclusive means small, poorly fitted or top-dose-only effect, or effect the other way, or a change in a side signal; the % refers to the signal ratio;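 further: potency means the concentration at half of the fitted maximal effect; plate controls were basal doxycycline-induced cells for no effect and cells given 10 µM MG132 for full effect; MG132 reads +100%, hits lower the ratio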
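TMD8 human ABC-DLBCL cells with doxycycline-inducible IκBα–green luciferase fusion and unfused red luciferase, in 0.5% FBS medium; compounds up to 46 uM, 4 h at 37C. Green/red luminescence ratio, filter-overlap corrected, fitted to concentration-response curves.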
FBPA coupling cs = qHTS Assay for Inhibitors of Fructose-1,6-bisphosphate Aldolase from Giardia Lamblia: Coupling assay counterscreen. coupling enzyme system counterscreen, AmpLite Red fluorescence. activity change, negative = inhibition, % at 58.2 µM, hits read low. actives 0.67% (n = 290,000); in the data active means activity change below about -30%
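Compounds tested against the coupling enzymes alone at 57.5 uM final; readout was AmpLite Red fluorescence (525/598 nm) after 20 min at RT.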
uPA generation = qHTS for Inhibitors of Cell Surface uPA Generation | cell surface uPA generation assay, qHTS | Potency, µM (doses to about 38.3 µM), for the others: at the top dose activity change, negative = inhibition, most hits filed as inhibitors | actives 0.31% (n = 330,000); active means well fitted inhibition curve with a large enough effect; inconclusive means small, poorly fitted or top-dose-only effect; inactive means no such curve, though single readings can be large or run the other way; tested in mouse RAW 264.7 cells; further: potency means the concentration at half of the fitted maximal effect; nearly all actives have a fitted effect of over 55% in size
GALK inh = qHTS Assay for Inhibitors of Human Galactokinase (GALK). Purified GALK, Kinase-Glo residual ATP luminescence. AID 1868, 2009. P51570. actives 0.007% (n = 270,000). Potency, µM (titrated, usually from 57.5 µM), inactives show at the top dose activity change, negative = inhibition, usual class: inhibitors; further: potency means the concentration at half of the fitted maximal effect
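GALK at 5 nM final was combined with compound, 35 uM ATP and 100 uM galactose in HEPES pH8.0 with MgCl2 and DTT. The reaction ran one hour at room temperature before luminescent ATP detection.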
KCNH2 WT inh = qHTS for Inhibitors of KCHN2 3.1: Wildtype qHTS. Voltage-gated inwardly rectifying potassium channel KCNH2 (Homo sapiens), Q12809. U2OS, BacMam KCNH2, thallium flux FluxOr; active compounds read low. activity change, % at 1.84 µM. actives 0.37% (n = 340,000). AID 720551, 2013;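 active means maximum activity change below -70%; inconclusive means maximum activity change between -70% and -50%; inactive means maximum activity change above -50%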
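U2OS cells were transduced with wild-type KCNH2 virus (2.03 x 10^8 / mL) for 4 h at room temperature, then cultured overnight at 37 C. Thallium flux was read with FluxOr dye. Rate constants were normalized to DMSO controls.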
PKM2 act = qHTS Assay for Activators of Human Muscle isoform 2 Pyruvate Kinase | Potency, µM (top dose mostly 57.5 µM), without a hit: at the top dose activation, most hits filed as activators | actives 0.34% (n = 260,000) | purified PKM2, Kinase-Glo ATP luminescence, activation; response scale: 0% is enzyme alone, no compound | Pyruvate kinase PKM (Homo sapiens), P14618; further: potency means the concentration at half of the fitted maximal effect; nearly all actives have a fitted effect of over 55% in size
Target sequence (P14618 whole entry, looked up, canonical isoform): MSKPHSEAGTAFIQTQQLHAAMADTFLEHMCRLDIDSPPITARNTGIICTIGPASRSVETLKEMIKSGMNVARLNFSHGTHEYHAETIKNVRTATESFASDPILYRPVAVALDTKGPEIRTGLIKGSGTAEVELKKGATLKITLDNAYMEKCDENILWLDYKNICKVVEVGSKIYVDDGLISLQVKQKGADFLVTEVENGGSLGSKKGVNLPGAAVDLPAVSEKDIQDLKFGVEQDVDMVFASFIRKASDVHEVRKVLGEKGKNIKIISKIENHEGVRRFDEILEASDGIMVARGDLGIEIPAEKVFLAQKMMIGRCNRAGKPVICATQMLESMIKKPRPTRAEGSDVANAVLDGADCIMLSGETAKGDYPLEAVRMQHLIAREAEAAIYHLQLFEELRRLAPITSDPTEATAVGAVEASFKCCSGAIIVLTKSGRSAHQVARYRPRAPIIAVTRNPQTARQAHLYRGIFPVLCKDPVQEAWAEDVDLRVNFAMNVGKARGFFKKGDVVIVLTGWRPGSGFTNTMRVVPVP
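ATP formation by purified human PK-M2, quantified via coupled luciferase luminescence after 1 h at room temperature with 0.1 mM ADP and 0.5 mM PEP final.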
Eya2 inh = qHTS Assay for Inhibitors of the Phosphatase Activity of Eya2 | Protein phosphatase EYA2 (Homo sapiens), O00167 | Potency, µM (highest dose often 76.9 µM), for inactives: top-dose activity, negative = inhibition, usual class: inhibitors | recombinant Eya2, OMFP fluorescence dephosphorylation (OMFP is methylfluorescein phosphate) | actives 0.006% (n = 330,000); further: potency means the concentration at half of the fitted maximal effect
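Eya2 protein (added as 0.2 uM solution) was preincubated with compound for 10 min at ambient temperature in 50 mM HEPES pH 7.5, 50 mM NaCl, 5 uM MgCl2, 0.05% BSA, 1 mM DTT. OMFP (added at 50 uM) then reacted 10 min; fluorescence read at 485/525 nm.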
Giardia kill = Small Molecules that selectively kill Giardia lamblia: qHTS; actives 0.15% (n = 340,000); activity change, % at 7.66 µM, hits read low; Giardia lamblia trophozoite viability; AID 540267, 2011; in the data active means activity change below about -80%; inconclusive means between about -30% and that limit;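 further: parasites exposed to compound for two days anaerobically before the ATP read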
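Compounds were tested on trophozoites seeded at 100 cells/well and held 48 hrs at 37 deg C anaerobically. An ATP-based luminescent kit measured the remaining live cells.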
B2AR arrestin = qHTS assay of beta-arrestin-biased ligands of beta2-adrenergic receptor; Potency, µM (doses to about 46.1 µM), inactives show at the highest dose activation, hits mostly activators; AID 492947, 2010; actives 0.02% (n = 330,000); beta-arrestin recruitment to beta2AR, cell-based reporter; Beta-2 adrenergic receptor (Homo sapiens), P07550;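 further: potency means the concentration at half of the fitted maximal effect; 0% = DMSO controls and full agonism = EC100 isoproterenol or metaproterenol; nearly all actives have a fitted effect of over 65% in size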
Target sequence (P07550 whole entry, looked up): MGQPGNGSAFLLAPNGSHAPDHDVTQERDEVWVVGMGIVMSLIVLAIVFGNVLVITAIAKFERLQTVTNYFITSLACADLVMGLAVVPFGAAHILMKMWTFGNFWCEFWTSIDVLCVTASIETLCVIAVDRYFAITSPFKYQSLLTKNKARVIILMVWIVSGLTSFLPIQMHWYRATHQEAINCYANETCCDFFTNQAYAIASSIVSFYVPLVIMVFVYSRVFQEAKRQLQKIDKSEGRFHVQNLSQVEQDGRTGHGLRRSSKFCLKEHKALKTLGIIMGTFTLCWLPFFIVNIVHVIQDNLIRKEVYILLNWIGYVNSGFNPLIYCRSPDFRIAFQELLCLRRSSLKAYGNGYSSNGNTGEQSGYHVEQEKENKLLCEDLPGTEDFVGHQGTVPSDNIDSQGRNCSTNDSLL
KCNH2 3.1 block = qHTS for Inhibitors of KCHN2 3.1: Mutant qHTS. Potassium voltage-gated channel subfamily H member 2, brain isoform KCNH2 3.1 (human). U2OS KCNH2 3.1, thallium flux FluxOr; active compounds read low. activity change, % (tested at about 1.8 µM). actives 0.95% (n = 340,000). AID 720553, 2013;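 active means maximum activity change below -70%; inconclusive means maximum activity change from -70% to -50%; inactive means maximum activity change above -50%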;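 further: thallium influx rate constant from kinetic fluorescence after stimulation buffer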
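U2OS cells transduced with KCNH2 3.1 mutant virus (1.77 x 10^8 /mL, 4 h), plated overnight at 37 C, loaded 45 min with FluxOr dye plus Red40 quencher. Thallium flux rate constant from kinetic reads after stimulation buffer, normalised to controls.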
Starred values were filed as active, the others as inactive; u = inconclusive; x = no result given; [ ] = remark or other dose. Unless noted, the call rests on the fitted dose curve; in most records, active means well fitted curve in the direction sought with a large enough effect; inconclusive means small, poorly fitted or top-dose-only effect, or another doubt; inactive means no such curve, though single readings can be large; an effect the other way counts as inactive or inconclusive. Unless noted, on the % scale 0 is the no-effect control and ±100 the full control effect.

Molecule,USP2a block,BCR signal inh,FBPA coupling cs,uPA generation,GALK inh,KCNH2 WT inh,PKM2 act,Eya2 inh,Giardia kill,B2AR arrestin,KCNH2 3.1 block
COc1ccc(C(=O)Nc2nnc(C(F)(F)F)s2)cc1,4%,u,-30,-3%,3%,7,-1%,-5%,-2,-1.5%,-21
Cc1cc(C(=O)NCc2cccs2)cs1,0%,1%,0,-3%,-2%,-4,1%,5%,10,-0.3%,5
COCCNC(=O)CSc1n[nH]c(=O)n1CCc1ccccc1,-2%,4%,1,1%,-1%,-15,x,0%,4,0.3%,-5
CCCC(c1nnnn1C(C)(C)CC)N(Cc1ccco1)Cc1cc2ccc(OC)cc2[nH]c1=O (stereo not given),2%,-7%,-3,-8%,0%,38,2%,2%,13,-0.2%,x
COCCN=C1N[C@@H](c2cccc(C(F)(F)F)c2)C(C(=O)OC)=C(C)N1Cc1ccccc1,0%,u,2,-12%,x,13,2%,1%,1,-1.0%,-7
O=C(Nc1ccc(F)cc1)C1CC(=O)n2cnnc2N1 (stereo not given),2%,4%,1,2%,1%,-4,14%,2%,3,-0.2%,-2
CCSc1ccc(C(=O)NCC(=O)O)cc1,2%,-6%,4,6%,1%,-3,-8%,-6%,-4,-0.3%,-21
CC1CCN(C(=O)CSc2nnc(CNC(=O)c3ccc(F)cc3)o2)CC1,2%,1%,x,7%,-4%,1,1%,5%,8,0.0%,-3
O=C(COC(=O)Cc1cccs1)Nc1ccc(OC(F)(F)F)cc1,1%,1%,x,3%,x,-8,x,0%,0,0.2%,-3
O=C(Nc1cccn2ncnc12)c1ccc(Cl)cc1,2%,-5%,-1,0%,2%,-10,3%,4%,-4,-1.1%,-9
CCCC(=O)N1CCC(O)(c2cccc(F)c2)CC1,10%,u,3,4%,0%,2,-1%,5%,4,-0.3%,15
COC(=O)c1ccc(N2CCN(C(=O)C3CC3)CC2)c([N+](=O)[O-])c1,6%,0%,3,2%,2%,-4,x,-9%,-16,0.0%,1
COc1ccc(NC(=O)c2cccc(S(=O)(=O)N3CCc4ccccc43)c2)cn1,-1%,u,-8,-8%,12%,4,1%,-14%,-14,0.3%,-1
O=[N+]([O-])c1cc(Cl)cc(/C=N/NC(=S)Nc2cc(S(=O)(=O)N3CCOCC3)ccc2Cl)c1O,-2%,u,1,-13%,x,-10,-18%,14%,2,-0.4%,-1
O=C1COc2ccc(C(=O)COC(=O)CCOc3ccccc3)cc2N1,4%,0%,x,2%,x,6,x,-4%,-8,-1.4%,-19
COc1ccc(/C=c2\s/c(=C\C(=O)C(C)(C)C)[nH]c2=O)cc1O,0%,u,-2,u,0%,-3,-6%,-16%,-13,-0.2%,7
O/N=C/c1ccnc(SCc2ccccc2)n1,-1%,u,1,-5%,0%,-1,-4%,22%,-16,-0.2%,-1
CN(C)/C=C(/C#N)C(=O)c1cccc(Oc2ccc(C(C)(C)C)cc2)c1,-2%,u,6,4%,-1%,4,2%,13%,17,-0.2%,-4
CN(C(=O)Nc1ccccc1)C1CCS(=O)(=O)C1 (stereo not given),2%,8%,2,7%,-2%,-1,1%,-2%,2,-1.5%,-26
Cc1ccc(NC(=O)c2nnn(-c3cc(C)cc(C)c3)c2N)cc1,-1%,u,0,1%,0%,-9,1%,21%,8,-0.6%,-37

Molecule,USP2a block,BCR signal inh,FBPA coupling cs,uPA generation,GALK inh,KCNH2 WT inh,PKM2 act,Eya2 inh,Giardia kill,B2AR arrestin,KCNH2 3.1 block
Cc1ccc(-n2c(SCC(N)=O)nnc2-c2cnccn2)cc1,6%,-9%,3,1%,0%,-2,2%,4%,11,-0.2%,-1
COCc1nnc(NC(=O)c2ccc3c(c2)OCO3)s1,3%,2%,-3,-3%,4%,x,7%,-23%,-25,-0.1%,5
CCN1C(=O)C(CC(=O)NC)N(NC(=O)c2ccccc2)C1=S (stereo not given),0%,1%,1,1%,5%,6,-23%,12%,2,-0.5%,23
CCOC(=O)N1CCN(Cc2ccc(F)cc2F)CC1,3%,1%,2,6%,3%,-10,-5%,23%,3,-1.3%,-5
Cc1ccc(Nc2cc(C)nc3c(C)cccc23)cc1,0%,-8%,1,-3%,0%,-2,-3%[11.5 µM],0%,31[activator],0.2%,-27
O=C(C1CCCO1)N1CCN(C(=S)Nc2ccc(F)c(Cl)c2)CC1 (stereo not given),3%,-3%,2,-4%,-2%,5,9%,0%,14,-0.2%,1
COc1cc(C(=O)Nc2ccccc2N2CCOCC2)ccc1OCC(=O)N1CCOCC1,-3%,u,x,-10%,x,-17,x,-8%,-9,-1.4%,1
O=C(/C=C/c1cccc([N+](=O)[O-])c1)Nc1ccc(Cl)cn1,0%,4%,-3,-6%,1%,x,24%,-2%,3,-0.3%,-1
CCOC(=O)Cc1csc(Nc2c(C)n(C)n(-c3ccccc3)c2=O)n1,-1%,-1%,0,6%,5%,27,0%,-9%,-3,0.4%,-3
c1ccc2c(c1)NCC1CCCN21 (stereo not given),0%,-3%,-10,7%,x,-4,x,-8%,-29,-0.1%,2
CCn1c(SCC(=O)Nc2cc(C)on2)nc2sc(C)c(C)c2c1=O,-1%,u,-1,x,1%,x,0%,16%,x,0.1%,x
CCN1/C(=C/c2ccc3cc(C)cc(C)c3[n+]2CC)Sc2cc(C)ccc21,12%,u,1,u,0%,-17,5%,u,3,0.8%,-15
CCCC(=O)N1CCN(c2ccc(NC(=O)c3ccc(Br)o3)cc2)CC1,2%,-2%,-3,12%,0%,-8,-4%,4%,-5,-0.3%,-2
COc1ccc(Cn2c(-c3ccccc3)nc3c(c(=O)c4ccccc4n3C)c2=O)cc1,-2%,0%,1,2%,0%,-13,7%,-7%,-8,0.1%,-10
CC(=O)Nc1ccc(Nc2nc(C(F)(F)F)nc3c2nnn3Cc2ccccc2Cl)cc1,2%,7%,-1,1%,1%,-3,-3%,-10%,-3,0.0%,-18
Cc1[nH]c2ccccc2c1C(=O)CN1CCC(C)CC1,-2%,-2%,-3,9%,-1%,9,-1%,-4%,3,-0.8%,-5
O=C(COc1ccc(Cl)cc1Cl)N1CCCN(C(=O)COc2ccc(Cl)cc2Cl)CC1,1%,-29%,-1,-2%,0%,3,7%,-3%,11,-0.1%,-29
CCOc1ccc(/C(C)=N/NC(=O)Cn2nc([N+](=O)[O-])cc2C)cc1,0%,0%,3,-4%,4%,-1,-5%,-9%,-15,0.2%,4
CC(=O)Nc1ccc(S(=O)(=O)NNC(=O)c2cccc(Br)c2)cc1,1%,-9%,-3,-2%,2%,2,-3%,-2%,-9,0.5%,-5
CCOC(=O)N1CCN(c2nc3c(c(=O)[nH]c(=O)n3C)n2Cc2ccccc2Cl)CC1,1%,-1%,2,x,0%,x,-16%,-1%,x,-0.3%,x

Molecule,USP2a block,BCR signal inh,FBPA coupling cs,uPA generation,GALK inh,KCNH2 WT inh,PKM2 act,Eya2 inh,Giardia kill,B2AR arrestin,KCNH2 3.1 block
O=C1c2ccccc2C(=O)N1CCCC(=O)N1CCc2ccccc21,2%,-4%,1,-4%,1%,-16,5%,-23%,2,0.1%,3
CNC(=O)CCc1ccc(OC)cc1,2%,-2%,5,-2%,3%,-36,-2%,3%,0,0.1%,-12
COc1cccc(CNC(=O)CCNC(=O)c2ccco2)c1,2%,2%,x,8%,x,-3,x,24%,-13,0.3%,-3
CC(C)c1cccc(C(C)C)c1NC(=O)CN1C(=O)NC2(CCCC2)C1=O,1%,8%,-3,-3%,-3%,1,-1%,-6%,5,-0.2%,16
O=C(COC(=O)C1CC1)Nc1ccc(N=Nc2ccccc2)cc1,6%,u,1,-2%,2%,8,1%,-5%,-10,0.2%,7
CCNC(=O)NC(=O)C(C)Sc1nc2ccccc2c(=O)n1-c1cccnc1 (stereo not given),4%,13%,0,0%,9%,6,-1%,5%,3,0.3%,8
N#CCCN1CCN(S(=O)(=O)c2ccc3c(c2)OCCCO3)CC1,6%,u,8,2%,-1%,4,u,-15%,-7,0.1%,4
O=C(Cn1c2[n+](c3ccc(C(F)(F)F)cc31)CCCCC2)c1ccc2c(c1)OCCO2,-1%,11%,2,2%,12%,-12,-4%,-11%,-16,0.0%,8
